POLB inh – DNA polymerase beta (human) inhibition | Pol beta primer extension/strand displacement, fluorescence kinetic | 340,000 compounds, 1.3% hits | P06746 | Potency, µM (doses to about 114 µM), for inactives: at the highest dose activity change, negative = inhibition, hits mostly inhibitors | AID 485314; further: potency means the concentration at half of the fitted maximal effect; on the % scale 0 is the no-effect control and ±100 the full control effect
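Human Pol beta at 10 nM; strand-displacement substrate 50 nM final. Compound exposure 15 min at room temperature before start, reaction 10 min at room temperature.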
POLK inh – inhibitors of human DNA polymerase kappa | Q9UBT6 | purified Pol kappa, fluorescent DNA synthesis assay, 10 min | Potency, µM (top dose mostly 107 µM), for the others: top-dose activity, negative = inhibition, usual class: inhibitors | 400,000 compounds, 0.53% hits | AID 588579; further: potency means the concentration at half of the fitted maximal effect; on the % scale 0 is the no-effect control and ±100 the full control effect
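Inhibition of 10 nM Pol kappa is measured by a fluorescent read-out at 0 and 10 min following addition of 50 nM substrate (final), with a 15-min room-temperature compound preincubation.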
Glioma ERSR ind – ER stress response induction in glioma; U87-MG GRP78 promoter luciferase reporter, 16 h; Potency, µM, for the others: at the top dose activation, hits mostly activators; 420,000 compounds, 0.02% hits; AID 602332; further: potency means the concentration at half of the fitted maximal effect; series mostly up to about 76 µM; % of control where 0% means no effect; nearly all actives have a fitted effect of over 35% in size
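Stably transfected U87-MG glioma cells carrying a GRP78-based luciferase sensor; 16 h compound incubation. Luminescence end-point read 10 min after Bright-Glo addition at room temperature.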
POLI inh – inhibitors of human DNA polymerase iota; Pol iota fluorescent replication assay, 10 min; Q9UNA4; Potency, µM (top dose mostly 115 µM), for inactives: top-dose activity, negative = inhibition, usual class: inhibitors; 390,000 compounds, 1% hits; further: potency means the concentration at half of the fitted maximal effect
Target sequence (Q9UNA4 whole entry, looked up): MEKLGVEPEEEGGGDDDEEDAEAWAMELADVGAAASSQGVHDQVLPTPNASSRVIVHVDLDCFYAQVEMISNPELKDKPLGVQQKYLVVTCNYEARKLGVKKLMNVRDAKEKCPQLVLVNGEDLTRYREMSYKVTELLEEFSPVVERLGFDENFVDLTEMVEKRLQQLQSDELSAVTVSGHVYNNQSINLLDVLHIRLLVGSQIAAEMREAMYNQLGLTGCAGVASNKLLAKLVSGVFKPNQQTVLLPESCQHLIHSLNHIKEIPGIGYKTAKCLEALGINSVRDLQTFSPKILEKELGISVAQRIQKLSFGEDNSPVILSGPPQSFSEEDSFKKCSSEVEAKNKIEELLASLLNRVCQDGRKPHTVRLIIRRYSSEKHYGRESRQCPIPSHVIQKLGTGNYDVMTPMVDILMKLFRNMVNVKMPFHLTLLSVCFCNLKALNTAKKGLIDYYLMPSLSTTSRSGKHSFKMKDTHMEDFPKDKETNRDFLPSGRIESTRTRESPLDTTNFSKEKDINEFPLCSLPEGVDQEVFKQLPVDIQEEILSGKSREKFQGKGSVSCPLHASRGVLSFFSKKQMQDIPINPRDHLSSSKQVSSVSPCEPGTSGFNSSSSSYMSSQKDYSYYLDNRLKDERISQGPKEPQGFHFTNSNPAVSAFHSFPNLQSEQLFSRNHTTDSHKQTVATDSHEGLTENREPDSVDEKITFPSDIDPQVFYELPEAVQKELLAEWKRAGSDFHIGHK
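Pol iota at 10 nM preincubated 15 min with compounds at room temperature; reaction started with fluorescent substrate, 50 nM final. Fluorescence read kinetically at 0 and 10 min; buffer-only wells as negative control.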
LDHA block – LDHA (human) enzyme inhibition | activity change, % (values are at about 110 or 230 µM) | purified LDHA, NADH/diaphorase-resazurin fluorescence; active compounds read low | 480,000 compounds, 0.15% hits | P00338 | AID 1347041; in the data active means activity change below about -30%; inconclusive means mostly about -25% to -30%;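 further: plate controls were DMSO wells for no effect and wells without enzyme for full effect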
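Remaining NADH was detected by diaphorase (0.133 mg/mL) converting 37 µM resazurin to fluorescent resorufin, read at 0 and 20 minutes. The preceding 5-minute room-temperature reaction used 2 nM LDHA, 0.2 mM sodium pyruvate and 0.06 mM NADH at pH 7.4.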
Apoferritin bind – candidate novel general anesthetic via apoferritin binding. P02791. apoferritin/1-aminoanthracene competitive binding, fluorescence. Potency, µM (titrated, usually from 77.5 µM), without a hit: top-dose activity change, negative = displacement, usual class: inhibitors. 350,000 compounds, 0.074% hits. AID 485281; further: potency means the concentration at half of the fitted maximal effect; on the % scale 0 is the no-effect control and ±100 the full control effect; nearly all actives have a fitted effect of over 20% in size
Target sequence (P02791 2-175 limits assumed): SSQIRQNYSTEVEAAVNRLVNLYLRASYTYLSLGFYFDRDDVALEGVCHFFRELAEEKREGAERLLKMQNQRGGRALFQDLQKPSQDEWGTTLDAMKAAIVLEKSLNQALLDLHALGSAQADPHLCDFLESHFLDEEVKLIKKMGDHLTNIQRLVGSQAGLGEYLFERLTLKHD
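Apoferritin-based anesthetic binding model; compound displacement of fluorescent 1-AMA measured as endpoint fluorescence after 10 minutes at room temperature, scaled to free-ligand and complex controls.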
APEX1 inh – blocks human APE1 abasic DNA cleavage | Potency, µM (doses to about 65.8 µM), for inactives: at the top dose activity change, negative = inhibition, actives largely listed as inhibitors | P27695 | 350,000 compounds, 0.35% hits | recombinant APE1, TAMRA/BHQ-2 abasic DNA cleavage fluorescence;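 further: potency means the concentration at half of the fitted maximal effect; plate controls were vehicle for no effect and reference inhibitor for full effect; nearly all actives have a fitted effect of over 55% in size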
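Substrate: short duplex with […] THF abasic site, 5'-TAMRA and 3'-BHQ-2, 50 nM final. APE1 at 0.75 nM, preincubated 15 min RT with compound. Fluorescence increase from first to third read measured activity.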
POLH inh – inhibitors of human DNA polymerase eta; recombinant Pol eta, fluorescent DNA replication assay; Potency, µM (doses to about 114 µM), without a hit: at the top dose activity change, negative = inhibition, hits mostly inhibitors; 390,000 compounds, 1.2% hits; AID 588591; further: potency means the concentration at half of the fitted maximal effect; on the % scale 0 is the no-effect control and ±100 the full control effect
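Pol eta at 10 nM preincubated with compounds 15 min at room temperature; reaction started with fluorescent substrate (50 nM final) and read kinetically at 0 and 10 min.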
BLM helicase inh – Bloom syndrome helicase (human) inhibition | 350,000 compounds, 0.2% hits | Potency, µM (titrated, usually from 56.1 µM), inactives show top-dose activity change, negative = inhibition, hits mostly inhibitors | P54132 | recombinant BLM DNA unwinding, fluorescence dequenching;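 further: potency means the concentration at half of the fitted maximal effect; plate controls were vehicle for no effect and no enzyme for full effect; nearly all actives have a fitted effect of over 35% in size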
Starred values were filed as active, the others as inactive; ? = inconclusive; nt = not tested or not shown; & = joins results of further samples; [ ] = remark or other dose. Unless noted, the call rests on the fitted dose curve; in most records, active means well fitted curve in the direction sought with a large enough effect; inconclusive means small, poorly fitted or top-dose-only effect, or another doubt; inactive means no such curve, though single readings can be large; an effect the other way counts as inactive or inconclusive. A portion of the library (hit frequency here may not be typical).

SMILES	POLB inh	POLK inh	Glioma ERSR ind	POLI inh	LDHA block	Apoferritin bind	APEX1 inh	POLH inh	BLM helicase inh
CCOC(=O)c1sc2nc(C)nc(NCc3ccccc3OC)c2c1C	-14%	2%	-3%	8%	-1	-4%	8%	-27%	-6%
CC(=O)c1ccccc1OCCn1nc(C(=O)O)c2ccccc2c1=O	1%	-3%	-5%	-10%	-13	3%	28%	10%	3%
CCN(CC(=O)Nc1c(F)cccc1F)C(=O)c1cc(C)oc1C	nt	-15%	-2%	-7%	2	nt	18%	-14%	nt
CCCCC(c1nnnn1CC1CCCO1)N1CCN(c2cccc(C)c2C)CC1 (centres undefined)	-12%	-3%	-5%	11%	1	-11%	0%	-17%	-5%
COc1ccc(CN2C(=O)[C@H]3Cc4c([nH]c5ccccc45)C(C)(C)N3C2=O)cc1	nt	-20%	-5%	15%	-4	nt	nt	-24%	nt
Cc1cc(C)c2cc(CN(Cc3ccc4c(c3)OCO4)Cc3nnnn3Cc3ccco3)c(=O)[nH]c2c1	-23%	-6%	-6%	-19%	-1	-5%	13%	-15%	-14%
O=C(COC(=O)[C@@H]1CC(O)CN1S(=O)(=O)c1ccccc1[N+](=O)[O-])c1ccccc1 (some centres undefined)	27%	11%	-2%	6%	1	-12%	-3%	-17%	-2%
CC1Cc2cc(/C(O)=C3\C(=O)C(=O)N(CCN4CCOCC4)C3c3ccccc3F)ccc2O1 (centres undefined)	5%	-9%	6%	0%	-8	-23%	-1%	-3%	-2%
COc1cc2ccccc2cc1C(=O)OCC(=O)N(CC(C)C)c1c(N)n(Cc2ccccc2)c(=O)[nH]c1=O	nt	0%	2%	?	-14	nt	-6%	-11%	nt
CNC(=O)c1c(NC(=O)C2=COCCO2)sc2c1CCN(C(=O)OC)C2	nt	-11%	-2%	30%	-3	nt	5%	-13%	nt
CC(C)(C)NC(=O)C(c1ccc(O)cc1)N(Cc1ccco1)C(=O)Cn1nnc(-c2cccs2)n1 (centres undefined)	0%	-7%	-5%	13%	-2	-16%	-5%	-13%	-5%
COC(=O)c1c(C(=O)OC)n(CCCN)c2ccc(C)cc12	9%	-12%	-2%	-12%	3	4%	3%	-6%	-7%
Cc1cc(Cl)c2oc(C(=O)N3CCN(c4ccncc4)CC3)c(C)c2c1	nt	-16%	-12%	-30%	-7	nt	nt	3%	nt
[O-]/[N+](=C/c1ccc(F)cc1)c1ccc(Cl)cc1	3%	-10%	5%	1%	0	-14%	1%	-4%	-6%
Cc1cc(-c2n[nH]c(=S)n2/N=C/c2cc([N+](=O)[O-])ccc2Cl)n[nH]1	21%	-8%	-3%	-4%	-7	8%	1%	-6%	0%
COc1cccc(/C=C/C(=O)NCc2cn3cc(Cl)ccc3n2)c1OC	34%	-11%	1%	48%[activator]	-4	-16%	14%	-7%	0%
CCOc1ccc(N(C(=O)c2cnsn2)C(C(=O)NC2CCCCC2)c2ccncc2)cc1 (centres undefined)	17%	-1%	0%	67%[activator]	-11	-4%	5%	2%	1%
O=C(Nc1cccc(-c2cscn2)c1)C1CCN(Cc2ccccn2)CC1	12%	22%	-4%	18%	0	-7%	20%	-13%	3%
CCOC(=O)/C(=N/Nc1ccccc1)Sc1nnnn1-c1ccc(C)cc1	37%	-11%	-1%	8%	-6	-13%	0%	-11%	1%
O=C(O)c1ccccc1-c1ccccc1C(=O)NNc1ccccc1	5%	7%	-3%	10%	7	-5%	6%	-9%	-10%
CS(=O)(=O)OCCCCOS(C)(=O)=O	nt	-7%	-1%&-3%&0%	9%	-1	-2%	-3%&0%&-3%	3%	5%&-8%
O=C(COC(=O)CCN1C(=O)C2CC=CCC2C1=O)Nc1ccc(Cl)cc1F (centres undefined)	nt	10%	2%	6%	-3	nt	-2%	-12%	nt
CCOC(=O)C(C)c1c(C)[nH]c(=S)[nH]c1=O (centres undefined)	41%	-3%	-3%	6%	-10	-4%	-1%	0%	-1%
O=C(Cn1cnc2ccccc2c1=O)c1ccc(OC(F)F)cc1	2%	4%	7%	32%[activator]	-13	-14%	53%[activator]	4%	-2%
COc1ccc(NC(=O)NCCc2c[nH]c3ccccc23)c(OC)c1	34%	5%	-6%	33%[activator]	0	1%	6%	-15%	-3%

Among those listed so far, two have a nitro group on carbon:
SMILES	POLB inh	POLK inh	Glioma ERSR ind	POLI inh	LDHA block	Apoferritin bind	APEX1 inh	POLH inh	BLM helicase inh
O=C(COC(=O)[C@@H]1CC(O)CN1S(=O)(=O)c1ccccc1[N+](=O)[O-])c1ccccc1 (some centres undefined)	27%	11%	-2%	6%	1	-12%	-3%	-17%	-2%
Cc1cc(-c2n[nH]c(=S)n2/N=C/c2cc([N+](=O)[O-])ccc2Cl)n[nH]1	21%	-8%	-3%	-4%	-7	8%	1%	-6%	0%

Continued:
SMILES	POLB inh	POLK inh	Glioma ERSR ind	POLI inh	LDHA block	Apoferritin bind	APEX1 inh	POLH inh	BLM helicase inh
O=[N+]([O-])c1ccc(NCc2ccccn2)nc1	60%	5%	3%	-2%	1	4%	17%	-7%	3%
Cc1cccc(-c2nc(SCC(=O)NCC3CCCO3)c3c(=O)n(C)c(=O)n(C)c3n2)c1 (centres undefined)	2%	-5%[60.1 µM]	-1%	21%	-4	?	nt	-14%	1%
NC(=O)CSc1nc2c(oc3ccccc32)c(=O)n1Cc1ccccc1	22%	-4%	1%	16%	-13	4%	nt	-13%	1%
OCC1CCCN(c2nc(CN3CCCCC3)nc3scc(-c4ccccc4)c23)C1 (centres undefined)	21%	-6%[60.1 µM]	-1%	13%	-2	0%	2%	6%	0%
CN1CCN(c2ccc(NC(=O)c3ccc(-c4ccccc4F)o3)cc2)CC1	nt	-10%	-5%	14%	-4	nt	-16%	-17%	nt
COc1cccc(C2NC(C(=O)O)CCC2C)c1 (centres undefined)	nt	nt	-4%	nt	nt	-3%[15.3 µM]	-10%[12.4 µM]	nt	3%[12.4 µM]
Cc1ccc(S(=O)(=O)Nc2cccc3c2CCCC3)cc1	20%	-12%	-3%	7%	0	-24%	2%	-11%	-1%
COc1ccccc1Nc1nc(N(C)c2ccccc2)nc(N)c1[N+](=O)[O-]	0%	-2%	-3%	1%	-6	-3%	21%	-15%	-4%
COC(=O)CSc1nnc(-c2ccccn2)n1Cc1ccco1	20%	-10%	-3%	21%	-8	-4%	12%	-6%	4%
O=C(Nc1nnc(SCC(=O)N2CCOCC2)s1)C1CC(=O)N(c2ccc(F)cc2)C1 (centres undefined)	?	2%	-1%	-4%	-1	-14%	-17%	?	-11%
Cc1ccc(-n2cnnn2)c(S(=O)(=O)N2CCOCC2)c1	13%	1%	-3%	33%[activator]	1	-9%	-7%	9%	3%
O=C(CN(c1ccc2c(c1)OCCO2)S(=O)(=O)c1ccccc1)NCc1ccco1	-1%	-5%	-3%	?	-4	-13%	-4%	-11%	-3%
Cc1cc(NC(=O)C2CCC2)n(-c2ccccn2)n1	14%	-5%	0%	5%	-5	-7%	5%	0%	0%
CC12CC3CC(C)(C1)CC(C(=O)N1CCN(C(=O)C4CCCO4)CC1)(C3)C2 (centres undefined)	1%	-5%	-2%	52%[activator]	-2	-11%	-5%	3%	-1%
Cc1cccnc1NC(=O)CNC(=O)c1ccccc1	nt	2%	-2%	43%[activator]	-3	nt	24%	-12%	nt
CCCOc1ccc(-c2cccc(NS(=O)(=O)c3cc(OC)ccc3OC)c2)nn1	-29%	-12%[60.1 µM]	0%	15%	-4	-16%	nt	-16%	-5%
O=C(COC(=O)/C=C/c1ccccc1)Nc1cc(C(F)(F)F)ccc1N1CCOCC1	0%	-7%	-5%	54%[activator]	-1	5%	4%	-13%	6%
CCNC(=O)CC1SC(=Nc2ccc(C)c([N+](=O)[O-])c2)N(C)C1=O (centres undefined)	nt	-6%	-3%	24%	-1	nt	nt	-4%	nt
Cc1ccc(-n2nc3c(c2NC(=O)c2ccc(Br)o2)CSC3)c(C)c1	?	-7%	-5%	-15%[58.9 µM]	-8	-6%	-10%	-12%	-12%
O=[N+]([O-])c1ccccc1S(=O)(=O)c1ccccc1[N+](=O)[O-]	8%	-3%	-1%	15%	0	-7%	30%	3%	-5%
Cc1ccc(C)c(NC(=O)CCC(=O)NNC(=O)c2cccs2)c1	5%	-10%	0%	7%	-6	-2%	1%	-6%	-4%
CN1CCN(C(=O)c2ccc3c(=O)n(Cc4ccco4)c(=S)[nH]c3c2)CC1	8%	-24%	0%	-7%	-5	-15%	1%	-1%	1%
CCN(CCNC(=O)c1cc(C)nn1-c1ccccc1)c1ccccc1	-4%	9%	-3%	-11%	4	11%	-2%	-12%	0%
C/C(=C\c1ccccc1)CN1CCN(c2ccccc2F)CC1	1%	-8%	0%	23%	-8	-6%	?	-8%	1%
Cc1ccc(CON=C2CCN(c3ncc(C(F)(F)F)cc3Cl)CC2)cc1	0%	-1%	-1%	5%	-3	-16%	-2%	-14%	-4%
Cc1ccc(NC(=O)CN(C)CC(=O)Nc2ccc(N3CCOCC3)cc2)c([N+](=O)[O-])c1	12%	-11%	-2%	226%[activator]	-6	-3%	14%	-14%	-7%
Cc1ccc(N2CC(C(=O)OCC(=O)NNC(=O)c3ccccc3)CC2=O)cc1 (centres undefined)	nt	-7%	-3%	44%[activator]	-10	nt	4%	6%	nt
Brc1ccc(CSc2ccc3nnc(-c4ccccn4)n3n2)cc1	-2%	0%	-4%	124%[activator]	-4	-16%	18%	-8%	-3%
CCCCNC(=O)c1cccc(-n2c(C)nc3cccnc32)c1	-3%	-8%	-3%	18%	-10	-3%	nt	-16%	-2%
Cc1cc(-c2csc(NC(=O)c3ccc(S(=O)(=O)N(C)C)cc3)n2)c(C)n1-c1ccccc1	?	0%	-7%	17%	-10	-16%	-6%	-10%	1%

Three compounds from above with just Glioma ERSR ind:
SMILES	Glioma ERSR ind
Brc1ccc(CSc2ccc3nnc(-c4ccccn4)n3n2)cc1	-4%
CCCCNC(=O)c1cccc(-n2c(C)nc3cccnc32)c1	-3%
Cc1cc(-c2csc(NC(=O)c3ccc(S(=O)(=O)N(C)C)cc3)n2)c(C)n1-c1ccccc1	-7%

Screening results (PubChem BioAssay)
